Screens from PubChem BioAssay.
Pax4 gene expression: Pax4 mRNA upregulation in alpha cells – RT-PCR, mouse alpha TC1 cells, single point, primary screen (AID 1053180). mouse alpha TC1 cells, Pax4 mRNA qPCR, 6 days; active compounds read high; 100% = Pax4 plasmid added at qPCR. activation, % at 10 µM. 0.2% of 9,600 active;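 active means highest normalized replicate activity of 15 or more, or at least half the replicates reach 15 or more; inactive means neither condition met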;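 further: pax4 Ct normalized to GAPDH with activation seen as lower delta delta Ct; plate controls were plate neutral control wells for no effect and Pax4 plasmid positive control for full effect; each compound tested in two replicate wells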
YAP1 CTGF inhibition: YAP1 pathway inhibitors via CTGF transcript, primary screen, DLD1 colon cancer cells, RT-qPCR, single point (AID 743449); DLD1 CTGF mRNA qPCR, 24 h; active compounds read high; inhibition, % at 12.5 µM; 0.9% of 9,900 active;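 active means mean normalized replicate activity at least 50 and at least half of replicates each reaching 50; inconclusive means only one of the two criteria met; inactive means neither criterion met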;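 further: 0% = neutral control wells and 100% = dasatinib control wells; higher means stronger suppression of CTGF expression like dasatinib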
The depositor's hits bear a star; ? = inconclusive; / = no result given. An excerpt (hit frequency here may not be typical).

SMILES	Pax4 gene expression	YAP1 CTGF inhibition
C/C=C/c1ccccc1[C@@H]1[C@@H](C#N)N(C(=O)c2cccnc2)[C@@H]1CO	0.0	-33
Cc1ccc(S(=O)(=O)N[C@H]2C=C[C@@H](CC(=O)NCc3ccc(Cl)c(Cl)c3)O[C@H]2CO)cc1	0.0	16
CN(C)CC(=O)N1[C@H](C#N)[C@H](c2ccc(-c3cccc(C(=O)N(C)C)c3)cc2)[C@@H]1CO	0.0	-36
CO[C@@H](CN(C)S(=O)(=O)c1ccc(F)cc1)[C@H](C)CN(Cc1ccccc1Cl)[C@@H](C)CO	0.0	-6
C[C@H](NC(=O)C[C@H]1C=C[C@H](NC(=O)c2cccnc2)[C@H](CO)O1)c1ccccc1	0.0	-1
C[C@H](NC(=O)C[C@H]1CC[C@@H]2[C@@H](COc3ccc(NC(=O)C4CCOCC4)cc3C(=O)N2C)O1)c1ccccc1	0.0	-29
C[C@@H]1CN([C@@H](C)CO)C(=O)c2ccccc2-c2ccccc2CO[C@H]1CN(C)C(=O)[C@H](Cc1ccccc1)N(C)C	0.0	19
C/C=C/c1ccc([C@@H]2[C@@H](CO)N(CC3CCCC3)C23CN(S(=O)(=O)CC)C3)cc1	/	-27
COCC(=O)N1CC2(C1)[C@H](c1ccc(-c3ccc(C)cc3)cc1)[C@H](CO)N2C(C)=O	/	29
CN1CCN(C(=O)[C@@H]2[C@@H](CO)[C@@H]3Cn4c(ccc(-c5ccncc5)c4=O)[C@@H]3N2CC2CC2)CC1	0.0	18
C[C@@H]1CN([C@H](C)CO)S(=O)(=O)c2ccc(-c3cccc(C#N)c3)cc2O[C@H]1CN(C)C(=O)c1ccccc1	0.0	15
O=C(C[C@@H]1C[C@H]2c3cc(NC(=O)c4cccnc4)ccc3O[C@H]2[C@H](CO)O1)NCc1cc(F)ccc1F	0.0	-16
O=C(NC[C@@H]1[C@@H](c2ccccc2)[C@@H](CO)N1C(=O)Cc1ccncc1)C1CCC1	0.0	?
Cc1noc(C)c1NC(=O)N1C[C@@H](O)COC[C@@H]2O[C@H](CC(=O)N3CCc4ccccc4C3)CC[C@H]21	0.0	-23
COc1ccc2c3c([nH]c2c1)[C@H](CO)N(C(=O)c1cccnc1)CC31CN(Cc2ccccc2)C1	0.0	16
COCC(=O)N1[C@@H](C#N)[C@H](c2ccccc2-c2ccccc2F)[C@@H]1CO	0.0	-4
CC(C)NC(=O)N(C)C[C@@H]1Oc2c(NS(=O)(=O)c3cccs3)cccc2C(=O)N([C@H](C)CO)C[C@H]1C	0.0	15
CN(C)C(=O)c1cccc(-c2ccc3c(c2)[C@H]2[C@H](CCN2Cc2nccs2)[C@@H](CO)N3)c1	0.0	0
CO[C@@H](CN(C)S(=O)(=O)c1ccc(C)cc1)[C@@H](C)CN([C@@H](C)CO)S(=O)(=O)c1cccc(Cl)c1	0.0	39
CS(=O)(=O)N1CC(=O)N2[C@H](CO)[C@H](c3ccc(C#Cc4ccc(F)cc4)cc3)[C@@H]2C1	0.0	26
N#C[C@@H]1[C@@H](c2ccccc2-c2ccccc2F)[C@H](CO)N1C(=O)Cc1ccccc1	0.0	-14
CCCC#Cc1ccc([C@H]2[C@H]3CN(C(=O)Nc4cccc(F)c4)CC(=O)N3[C@H]2CO)cc1	0.0	-3
C[C@H](CO)N1C[C@H](C)[C@@H](CN(C)Cc2ccc(Cl)c(Cl)c2)OCCCC[C@H](C)Oc2ccc(NC(=O)c3ccncc3)cc2C1=O	0.0	7
CO[C@H]1CN(C)C(=O)c2cc(NC(=O)C3CCCCC3)ccc2OC[C@@H](C)N(C(=O)c2ccccc2)C[C@@H]1C	0.0	-7
COc1ccc2c3c(n(C)c2c1)[C@@H](CO)NCC31CN(Cc2ccc(-c3ccccn3)cc2)C1	0.0	-26
O=C(Nc1ccccc1F)N1CC(=O)N2[C@H](C1)[C@@H](c1ccc(-c3cccnc3)cc1)[C@@H]2CO	0.0	9
COc1ccc2c3c(n(C)c2c1)[C@H](CO)N(C)CC31CN(C(=O)Nc2c(C)noc2C)C1	0.0	0
O=C(C[C@H]1C[C@@H]2c3cc(NC(=O)C4CCOCC4)ccc3O[C@@H]2[C@H](CO)O1)NCc1cccnc1	0.0	-3
Cc1noc(C)c1S(=O)(=O)N(C)C[C@H]1OCc2ccccc2-c2c(n(C)c3ccccc23)C(=O)N([C@@H](C)CO)C[C@H]1C	0.0	-27
O=C(Nc1ccc(F)cc1)N1CC(=O)N2[C@H](C1)[C@@H](c1ccc(C#Cc3cccnc3)cc1)[C@@H]2CO	0.0	-89
COc1ccc(S(=O)(=O)N(C)C[C@@H]2Oc3ccc(N(C)C)cc3CC(=O)N([C@H](C)CO)C[C@H]2C)cc1	0.0	-27
C[C@H](CO)N1C[C@H](C)[C@@H](CN(C)Cc2ccccc2C(=O)O)Oc2cc(-c3ccc(F)cc3)ccc2S1(=O)=O	0.0	-2
O=C(Cc1ccncc1)N1CC(=O)N2[C@H](C1)[C@@H](c1ccc(Br)cc1)[C@@H]2CO	0.0	-53
CCS(=O)(=O)NCC[C@H]1CC[C@H](NC(=O)Nc2cc(Cl)cc(Cl)c2)[C@H](CO)O1	0.0	-5
O=C(Cc1cccnc1)N1CC2(C1)[C@@H](c1ccccc1)[C@H](CO)N2C(=O)C1CCOCC1	/	-32
N#C[C@H]1[C@@H](c2ccccc2-c2cccc(F)c2)[C@H](CO)N1S(=O)(=O)c1cccc(F)c1	0.0	-14
C[C@H]1CN([C@@H](C)CO)C(=O)c2cc(N(C)C)ccc2O[C@H]1CN(C)Cc1ccc(Oc2ccccc2)cc1	0.0	13
N#C[C@@H]1[C@H](c2ccccc2C2=CCCC2)[C@H](CO)N1C(=O)C1CCOCC1	0.0	19
CC=Cc1ccc2n(c1=O)C[C@H]1[C@H](CO)[C@@H](C(=O)NCC)N(Cc3cccc(F)c3)[C@@H]21 (mixture of isomers)	0.0	-7
C[C@H](CO)N1C[C@H](C)[C@@H](CN(C)C(=O)c2ccc(N3CCN(C)CC3)cc2)OCc2cn(nn2)CCCC1=O	0.0	?
CO[C@H]1CN(C)C(=O)c2cc(NC(=O)NC(C)C)ccc2OC[C@@H](C)N(Cc2ccccc2)C[C@@H]1C	0.0	12
COc1ccccc1-c1ccc([C@H]2[C@H](CO)N[C@@H]2C#N)cc1	0.2	2
CC(C)C[C@H]1COCc2cn(nn2)CC[C@@H](Cc2ccc(Cl)cc2)C(=O)N1	0.0	23
COCC(=O)N1C[C@H](C)[C@H](OC)CN(C)C(=O)c2ccc(NC(=O)Nc3cccc(F)c3)cc2OC[C@@H]1C	0.0	2
COc1ccc(S(=O)(=O)Nc2ccc3c(c2)[C@@H]2C[C@H](CC(=O)N(C)C)O[C@@H](CO)[C@@H]2O3)cc1	0.0	-5
COc1ccc2c3c([nH]c2c1)[C@@H](CO)N(C(=O)NC(C)C)CC31CCN(C(=O)C2CCCCC2)CC1	0.0	-14
Cc1noc(C)c1S(=O)(=O)Nc1ccc2c(c1)C(=O)N([C@H](C)CO)C[C@@H](C)[C@H](CN(C)C(=O)Nc1cccc3ccccc13)OCCCC[C@@H](C)O2	0.0	1
CNC(=O)C[C@H]1CC[C@@H]2[C@@H](COc3ccc(NS(=O)(=O)c4ccc(F)cc4)cc3C(=O)N2C)O1	0.0	-27
O=C(C1CCOCC1)N1CC2(C1)[C@H](c1ccccc1)[C@H](CO)N2Cc1ccccc1F	/	-33
C[C@@H]1CN([C@@H](C)CO)C(=O)c2cccc(NC(=O)c3cnccn3)c2O[C@H]1CN(C)C(=O)NC1CCCCC1	0.0	-47
CCN(C[C@@H]1[C@@H](c2ccc(-c3cccnc3)cc2)[C@H](CO)N1C(C)=O)C(C)=O	0.0	-8
O=C(C[C@@H]1CC[C@H]2NC[C@@H](O)COC[C@@H]2O1)NCCc1ccncc1	0.0	-22
Cn1cnc(CCNC(=O)C[C@@H]2CC[C@@H]3[C@H](COC[C@@H](O)CN3C(=O)Nc3ccc(C(F)(F)F)cc3)O2)c1	0.0	5
COc1ccc(-c2cn(CC[C@H]3CC[C@@H](NC(=O)c4cnccn4)[C@H](CO)O3)nn2)cc1	0.0	-49
CN(C)CC(=O)N1[C@@H]2c3ccc(-c4cccc(F)c4)c(=O)n3C[C@@H]2[C@@H](CO)[C@@H]1C(=O)NC1CCC1	0.0	13
CCN(C[C@@H]1[C@H](c2ccccc2)[C@H](CO)N1C(=O)COC)S(C)(=O)=O	0.0	5
CN(C)C(=O)C[C@@H]1C[C@H]2c3cc(NC(=O)Nc4ccc(F)cc4)ccc3O[C@H]2[C@@H](CO)O1	0.0	3
COc1ccc(NC(=O)N(C)C[C@H]2Oc3ccc(NC(=O)CCN4CCOCC4)cc3C(=O)N([C@H](C)CO)C[C@H]2C)cc1	0.0	-33
C[C@@H]1CCCCO[C@H](CN(C)C(=O)Cc2ccccc2)[C@@H](C)CN([C@H](C)CO)C(=O)c2cc(NS(C)(=O)=O)ccc2O1	0.0	-24
CC(C)[C@@H]1COCc2cn(nn2)CCC[C@H](C)C(=O)N1	0.0	-53
Continuation:
SMILES	Pax4 gene expression	YAP1 CTGF inhibition
CC=Cc1ccc2n(c1=O)C[C@@H]1[C@@H](CO)[C@H](C(=O)Nc3ccc(-c4ccccc4)cc3)[C@H]2N1C(=O)CC (mixture of isomers)	0.0	-21
CC[C@H]1C/C=C\C[C@H](C(C)C)NC(=O)CCC(=O)N1	0.0	10
COCCNC(=O)[C@@H]1[C@@H](CO)[C@@H]2Cn3c(cccc3=O)[C@H]1N2Cc1cccc(Cl)c1	0.0	14
CN1C(=O)c2cc(NC(=O)c3cccc(F)c3)ccc2OC[C@@H]2O[C@H](CC(=O)NCc3ccccc3Cl)CC[C@H]21	0.0	41
C[C@@H]1CN([C@@H](C)CO)C(=O)c2cc(NS(=O)(=O)c3cccs3)ccc2O[C@@H](C)CCCCO[C@@H]1CN(C)C(=O)c1ccncc1	0.0	7
C[C@@H]1CN([C@H](C)CO)C(=O)CCCn2nncc2CO[C@@H]1CN(C)S(=O)(=O)c1ccc2c(c1)OCCCO2	0.0	21
CN1C(=O)c2cc(NS(=O)(=O)c3ccccc3F)ccc2OC[C@H]2O[C@@H](CC(=O)NC3Cc4ccccc4C3)CC[C@@H]21	0.0	-29
COc1ccc(NC(=O)N(C)C[C@H]2Oc3c(NC(=O)CCCCCC(=O)Nc4ccccc4N)cccc3C(=O)N([C@H](C)CO)C[C@H]2C)cc1	0.0	-30
CS(=O)(=O)N1[C@H](C#N)[C@@H](c2ccc(-c3ccccc3F)cc2)[C@H]1CO	0.0	3
C[C@@H]1CCCCO[C@H](CN(C)S(=O)(=O)c2ccc(Cl)cc2)[C@@H](C)CN([C@H](C)CO)C(=O)c2cc(NC(=O)Nc3ccc(C(F)(F)F)cc3)ccc2O1	0.2	-13
CC(=O)N1[C@H](CO)[C@H]2c3ccccc3N(S(=O)(=O)c3ccccc3C)C[C@H]21	0.0	-8
O=C(Nc1ccccc1F)N1CCCCN2[C@H](CO)[C@H](c3ccc(/C=C/c4ccccc4)cc3)[C@@H]2C1	0.0	37
CCS(=O)(=O)N1[C@H](C#N)[C@H](c2ccc(C#CCC3CCCC3)cc2)[C@@H]1CO	0.0	-3
CC(C)NC(=O)N1[C@H](CNC(=O)CN(C)C)[C@@H](c2ccccc2)[C@@H]1CO	0.0	-4
CCCNC(=O)C[C@H]1CC[C@H]2[C@@H](COC[C@@H](O)CN2C(=O)Nc2ccc(Cl)c(Cl)c2)O1	0.0	-4
CN(C)CC(=O)N1CC2(C1)[C@@H](c1ccccc1)[C@@H](CO)N2S(C)(=O)=O	/	-5
C[C@@H]1CCCCO[C@@H](CN(C)S(=O)(=O)c2cn(C)cn2)[C@H](C)CN([C@@H](C)CO)C(=O)c2cc(NC(=O)Nc3cccc4ccccc34)ccc2O1	0.0	-30
C[C@H](O)C#Cc1ccc([C@@H]2[C@H]3CN(C(=O)c4ccc5c(c4)OCO5)CCCCN3[C@H]2CO)cc1	0.0	-49
